Source: PubChem
DSG3 Ab inh: inhibitors of pemphigus antibody binding to DSG3, primary screen, biochemical, bead-based, flow cytometry, scFv-GFP; AID 588358, 2011; binding (percent of control), % at 10 µM; DSG3-coupled beads, scFv-anti-DSG3-GFP binding; hits give low values; actives 0.48% (n = 310,000); Desmoglein-3 (Homo sapiens), P32926;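 active = binding more than 3 SD below its plate's average and above zero; inconclusive = below that plate limit but binding exactly zero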;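 also: hits lower antibody fragment binding to DSG3; some compounds called inactive have numbers as strong as hits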
PKA-R2B act: activators of PKA-R2B holoenzyme, primary screen, biochemical, fluorescence polarization, Cy5-IP20, human; cAMP-dependent protein kinase catalytic subunit beta (Homo sapiens) + cAMP-dependent …; PKA-R2B holoenzyme dissociation; R2B truncated from residue 108, S112A mutant; 0% DMSO only, 100% 113 µM cGMP; activation, % at 11.4 µM; actives 0.079% (n = 340,000); AID 504700, 2011;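 active = activation above a cutoff set at the mean over all compounds plus 3 SD, cut at about 18% in these data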;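 also: higher means more holoenzyme dissociation and a rise in polarization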
SUMO Mot1 rescue: yeast Mot1-301 growth rescue at high temperature, primary screen, SUMOylation pathway inhibitor project, S. cerevisiae, ATP luminescence, 38.5C; S. cerevisiae Mot1-301 growth rescue; percent above DMSO median, 100 means doubled; growth rescue, % at 18.8 µM; actives 1% (n = 320,000); AID 2716, 2010;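 active = every valid replicate shows activation above 250% relative to neutral control wells; inactive = the rest, any valid replicate at or below 250%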;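 also: OY570 slx delta 5 strain wells were the positive control but not used for scaling; some compounds called inactive have numbers as strong as hits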
MITF act: activators of MITF-driven TRPM1 promoter reporter, primary screen, cell-based, SK-MEL-5, luciferase, single point. actives 0.75% (n = 300,000). activation, % at 12.5 µM. AID 588334, 2011. SK-MEL-5 TRPM1-promoter luciferase, 24 h; % of positive control, neutral wells = 0;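 active = mean activation of at least 80% with every replicate also reaching 80%; inconclusive = mean reaches 80% but some replicate falls short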;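 also: 0% = neutral control wells and 100% = parthenolide positive control wells; values of inactives mirror those of a sister screen read the other way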
SR-BI DiI inh: inhibitors of SR-BI mediated HDL lipid uptake, primary screen, ldlA[mSR-BI] cells, fluorescence, single point; Scavenger receptor class B member 1 (Mus musculus), Q61009; ldlA[mSR-BI] CHO cells, DiI-HDL uptake fluorescence, 3 h; inhibition, % at 12.5 µM; actives 0.96% (n = 320,000); AID 488896, 2010;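 active = mean replicate inhibition of at least 70% and a set share of replicates each scoring 70 or more; inconclusive = meets just one of the two criteria; inactive = fails both criteria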;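 also: 0% = median of neutral control wells and 100% = median of positive control wells; values of inactives mirror those of a sister screen read the other way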
NSD2 inh: NSD2 histone methyltransferase inhibitors, primary screen, biochemical, AlphaScreen, single concentration, set 2 | Histone-lysine N-methyltransferase NSD2 (Homo sapiens), O96028 | NSD2 peptide methylation, 120 min | inhibition, % at 12.5 µM | actives 0.54% (n = 310,000) | AID 743445, 2014; in the data active = inhibition above about 50%
Target sequence (O96028 whole entry, looked up): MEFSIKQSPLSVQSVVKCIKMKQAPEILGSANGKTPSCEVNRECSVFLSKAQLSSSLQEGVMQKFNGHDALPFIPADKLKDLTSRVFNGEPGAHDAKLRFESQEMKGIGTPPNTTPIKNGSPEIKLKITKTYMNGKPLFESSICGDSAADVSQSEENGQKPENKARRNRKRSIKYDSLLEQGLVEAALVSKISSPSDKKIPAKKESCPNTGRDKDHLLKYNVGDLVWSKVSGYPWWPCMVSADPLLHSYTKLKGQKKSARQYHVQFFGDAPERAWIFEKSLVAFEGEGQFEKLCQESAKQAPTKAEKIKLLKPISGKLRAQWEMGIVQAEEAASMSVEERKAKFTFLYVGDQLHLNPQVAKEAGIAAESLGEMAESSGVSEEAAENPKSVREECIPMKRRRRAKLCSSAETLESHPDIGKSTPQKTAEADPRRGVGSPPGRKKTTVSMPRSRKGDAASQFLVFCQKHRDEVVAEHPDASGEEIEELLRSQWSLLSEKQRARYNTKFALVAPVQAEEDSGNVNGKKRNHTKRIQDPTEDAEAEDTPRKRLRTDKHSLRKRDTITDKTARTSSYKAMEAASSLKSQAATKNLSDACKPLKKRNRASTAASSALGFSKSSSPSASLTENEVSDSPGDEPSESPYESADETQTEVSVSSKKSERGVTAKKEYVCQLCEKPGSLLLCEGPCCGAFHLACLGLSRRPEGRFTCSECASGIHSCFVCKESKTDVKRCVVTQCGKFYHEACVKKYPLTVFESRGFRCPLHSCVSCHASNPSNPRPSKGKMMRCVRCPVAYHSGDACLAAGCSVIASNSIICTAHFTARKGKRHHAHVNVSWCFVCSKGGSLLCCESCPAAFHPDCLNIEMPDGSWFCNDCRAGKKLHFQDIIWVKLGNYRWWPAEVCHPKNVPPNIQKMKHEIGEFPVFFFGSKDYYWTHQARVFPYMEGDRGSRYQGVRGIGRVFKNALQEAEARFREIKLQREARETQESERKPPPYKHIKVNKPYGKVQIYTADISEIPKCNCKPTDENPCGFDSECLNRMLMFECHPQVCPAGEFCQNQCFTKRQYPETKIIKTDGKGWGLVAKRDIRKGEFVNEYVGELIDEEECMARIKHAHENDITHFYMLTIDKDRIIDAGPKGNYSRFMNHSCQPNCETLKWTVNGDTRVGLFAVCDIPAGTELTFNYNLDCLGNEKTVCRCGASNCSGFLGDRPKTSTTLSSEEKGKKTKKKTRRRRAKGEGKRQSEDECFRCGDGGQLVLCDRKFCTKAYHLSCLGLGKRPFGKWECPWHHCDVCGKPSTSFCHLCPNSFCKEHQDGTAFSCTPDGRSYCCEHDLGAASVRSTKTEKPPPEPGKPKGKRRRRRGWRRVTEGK
Arr AP2 block: inhibitors of beta-arrestin/AP2 binding, primary screen, biochemical, GPCR trafficking, flow cytometry. actives 0.31% (n = 340,000). FITC-arrestin peptide / GST-AP2 beads; AP2 beta2 appendage carries R879A mutation. beta-arrestin 1 C-terminal peptide binding to AP2 beta2-adaptin appendage (human). inhibition, % at 10 µM;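 active = inhibition above a set limit, near 3 SD of compounds lacking own fluorescence, cut at about 54% in these data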;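 also: plate controls were DMSO wells for no effect and 5 µM unlabelled arrestin peptide for full effect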
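Material – AP2 appendage R879A on GSH beads · Buffer or medium – PBS with 0.05% Tween 20 and 0.1% BSA · Probe or stimulus – fluorescein-tagged arrestin peptide at 50 nM final · Incubation – compound with beads 12 min RT, then probe 1 h RT · Detection – high-throughput flow cytometry of beads, ex 488, em 535 nm · Evaluation – percent response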
PKA-R1A act: activators of PKA-R1A holoenzyme, primary screen, biochemical, fluorescence polarization, Cy5-IP20, bovine R1A, mouse PKAc; cAMP-dependent protein kinase type I-alpha regulatory subunit (Bos taurus) + …; PKA-R1A dissociation; scaled: DMSO 0%, 113 µM cGMP 100%; activation, % at 11.4 µM; actives 0.083% (n = 340,000); AID 504707, 2011;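 active = percent activation above the mean of all tested compounds plus 3 SD, cut at about 19% in these data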;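 also: higher means more PKAc released from R1A so a rise in polarization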
CDK5 inh: inhibitors of human CDK5/p35 kinase, primary screen, biochemical, single concentration; Recombinant CDK5/p35, ADP-Glo luminescence, 60 min; inhibition, % at 10 µM; actives 0.01% (n = 330,000);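 active = highest replicate inhibition of at least 50% and at least 75% of replicates reaching 50%; inconclusive = only one of the two criteria met; inactive = both criteria failed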;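 also: plate controls were DMSO neutral control for no effect and GW8510 at 10 µM for full effect; many of its hits are not listed in these tables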
SR-BI uptake up: activators of SR-BI mediated DiI-HDL uptake, primary screen, ldlA[mSR-BI] CHO cells, DiI fluorescence; 3 h; 100 = double the neutral-control signal; actives 0.096% (n = 320,000); activation, % at 12.5 µM; AID 504775, 2011;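 active = mean replicate activation of at least 60% and every replicate at or above 60%; inconclusive = mean or all-replicate condition met, but not both; inactive = mean below 60% and not all replicates reaching 60%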;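 also: 0% = median plate neutral-control signal and 100% = twice that signal; values of inactives mirror those of a sister screen read the other way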
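Material – SR-BI-overexpressing, LDLR-lacking CHO cells · Medium – BSA-supplemented, HEPES-buffered Ham's F12, pH 7.4 · Doses – single concentration · Times – compound with DiI-HDL co-incubation, 3 h at 37 °C · Measured by – bottom-read fluorescence, 550/595 nm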
dFosB act: activators of delta FosB homodimer, primary screen, biochemical, fluorescence polarization, TAMRA-CDK5 oligo, single point. Protein FosB (Mus musculus), P13346. actives 0.99% (n = 340,000). purified delta FosB; percent of positive-control signal above neutral wells. activation, % at 25 µM;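 active = mean activation above about 17%, with every replicate also reaching it, limit read from the data, passing the limit was not always enough; inconclusive = only one of the two conditions met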;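 also: fluorescence polarization rise as delta FosB binds a TAMRA Cdk5 AP-1 oligo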
Active calls of the source: *; ? = inconclusive; . = not tested or not shown; & = joins results of further samples.

cpd	molecule	DSG3 Ab inh	PKA-R2B act	SUMO Mot1 rescue	MITF act	SR-BI DiI inh	NSD2 inh	Arr AP2 block	PKA-R1A act	CDK5 inh	SR-BI uptake up	dFosB act
1	Cc1ccc(S(=O)(=O)Nc2nc(C)c(NC(=O)OCCCl)s2)cc1	94.4	6.2	-1.1	0.2	-4.0	1.6	-2.7	1.5	0.3	4.0	-5.3
2	Cc1cc(C)n2nc(C(=O)OCC(=O)NNC(=O)c3ccccc3)nc2n1	103.3	13.6	-10.2	-0.4	-21.9	-0.3	17.5	-4.6	2.8	21.9	-5.4
3	CCN(CC(=O)NC1CCS(=O)(=O)C1)S(=O)(=O)c1ccc(Cl)c(C(F)(F)F)c1 (stereo not drawn)	101.7	-5.2	.	10.4	-23.8	-1.0	7.5	-0.6	1.0	23.8	1.7
4	Cc1cc(OCc2cc(C(=O)N(C)CC3CCOCC3)no2)cc(C)c1Cl	97.0	-10.4	-0.5	47.3	22.3	0.7	43.3	-5.2	.	-22.3	-9.7
5	CCc1ccc(N2CC(C(=O)NCC(C)(C)N3CCOCC3)CC2=O)cc1 (stereo not drawn)	97.0	-1.9	-3.6	1.6	-10.1	-0.2	5.2	-7.3	0.5	10.1	0.8
6	Oc1ccc(-c2csc(Nc3cccnc3)n2)cc1	91.8	-2.5	-9.1	49.6	32.0	2.1	21.6	-7.9	1.2	-32.0	-1.4
7	O=C(Cn1cncn1)N/N=C/c1cccc(Cl)c1	109.6	-0.6	17.8	.	-3.9	-3.4	-1.9	1.5	1.7	3.9	-7.4
8	CCOc1cc(C(c2c(C)[nH][nH]c2=O)c2c(C)[nH][nH]c2=O)cc([N+](=O)[O-])c1O	109.5	-3.0	-8.6	8.6	-14.2	14.7	-3.9	3.1	-5.4	14.2	-0.5
9	CCN(CC)S(=O)(=O)c1ccc(N2CCOCC2)c(NC(=O)COc2ccccc2)c1	96.1	-19.2	38.7	1.1	42.6	-3.1	-5.3	0.6	-1.2	-42.6	-17.8
10	COC(=O)c1ccc2[nH]c3c(c2c1)CC(C)CC3 (stereo not drawn)	97.5	-4.5	-13.6	48.3	45.9	5.2	-2.6	-7.5	0.4	-45.9	-14.0
11	CC(C)NC(=O)CC(=O)N/N=C\c1ccccc1C(=O)O	102.8	-10.2	-7.6	-1.4	-18.4	0.3	-0.1	-10.0	-8.5	18.4	1.8
12	CCOC(=O)c1c(C)[nH]c(C=O)c1Cc1cccc(Cl)c1	95.0	-4.7	0.9	-13.1	4.5	-2.4	13.9	11.3	-2.7	-4.5	-4.8
13	c1ccc(-c2nc(N3CCCC3)nc3ccccc23)cc1	102.9	2.4	18.0	-13.1	29.4	-15.2	4.2	7.6	2.5	-29.4	-1.1
14	O=C(NCCCO)NC(=S)c1cccc2ccccc12	96.4	1.8	10.0	3.7	-3.3	-2.0	-5.4	-5.4	0.6	3.3	-1.7
15	CC(C)(C)NC(=O)C1CCC(CNS(=O)(=O)c2cccc3nsnc23)CC1 (stereo not drawn)	101.2	0.4	-7.3	10.8	-6.3	-3.0	-14.9	-13.1	2.4	6.3	-6.9
16	COc1ccccc1C1/C(=C(\O)c2ccc3c(c2)OCCO3)C(=O)C(=O)N1CCCn1ccnc1 (stereo not drawn)	97.2	-6.1	-1.2	3.9	-6.3	2.2	2.6	7.6	2.0	6.3	-13.1
17	CCCc1nc2ccc(NC(=O)c3cccs3)cc2c(=O)n1Cc1ccc(Cl)cc1	100.3	-1.2	-12.6	7.8	52.9	-0.9	-5.2	2.1	-0.2	-52.9	-3.7
18	COc1cc(/C=N/N2C(C)CCCC2C)cc(OC)c1O (stereo not drawn)	94.6	1.4	-9.9	10.9	-3.6	0.7	12.8	3.7	2.5	3.6	-0.2
19	CN1CCN(S(=O)(=O)c2cccc(C(=O)NCCOc3ccccc3)c2)CC1	76.3	8.0	156.0	-1.3	2.1	1.6	6.0	-0.3	-4.6	-2.1	-4.2
20	CCCCS(=O)(=O)CC(COc1ccccc1)OC(=O)c1ccccc1 (stereo not drawn)	105.2	-4.0	-6.8	5.9	1.1	-3.8	16.9	3.7	-0.8	-1.1	-8.4
21	COc1ccc2cc(C(=O)NCC3CCCO3)[nH]c2c1 (stereo not drawn)	99.0	1.1	-0.9	-4.8	-25.3	-2.0	0.8	-9.9	0.9	25.3	0.6
22	CCC1CCCCN1CCNC(=O)c1[nH]c(C)c(C(C)=O)c1C (stereo not drawn)	103.5	2.1	-11.2	-3.5	15.4	.	5.6	0.3	0.7	-15.4	-5.3
23	CCOc1ccc(S(=O)(=O)N(C)CC(=O)NCc2ccccn2)cc1	.	6.2	15.4	.	.	-0.8	4.3	-6.8	0.1	.	0.0
24	Cn1c(=O)c2c(ncn2CC(=O)OCC(=O)Nc2cc(Cl)ccc2C#N)n(C)c1=O	139.3	3.9	-8.0	-19.8	-10.0	-1.7	-4.2	3.7	1.5	10.0	-2.6
25	COc1cccc(CC(NC(C)=O)C(=O)NC2CCN(S(=O)(=O)c3ccc(C)cc3)CC2)c1OC (stereo not drawn)	103.0	-9.0	-5.3	8.9	-2.6	-0.9	1.2	-2.6	0.3	2.6	9.7
26	O=C1CC[C@@H](CN(Cc2ccccn2)Cc2nc(Cc3cccc(C(F)(F)F)c3)no2)N1	107.1	-7.1	2.8	8.0	-29.1	-1.8	5.8	-4.7	-1.2	29.1	-3.8
27	Fc1cccc(CCN2C(=S)NC[C@@H]2CC2CCCCC2)c1	109.3	-8.5	14.3	8.0	7.3	.	33.1	-4.3	-2.4	-7.3	-0.2
28	O=C(Nc1ccc(N2CCN(C(=O)c3ccco3)CC2)cc1)c1ccc(Br)cc1	121.4	-8.3	13.2	1.1	?	-5.4	-3.2	-6.7	0.3	-70.9	14.2
29	O=C(O)Cn1c(O)c(C=Nc2ccccc2)sc1=S	.	-3.1&-14.8	5.4	1.5	-4.1&2.0	1.3&0.4	1.1&-13.4	9.1&-11.3	1.5&0.9	-2.0	1.2&3.4
30	O=C1SC(SCc2ccccc2)=N/C1=C\c1ccc(C(=O)O)cc1	98.6	-17.6	5.2	4.5	-28.3	7.7	2.2	-8.3	-0.2	28.3	-2.5
31	Cc1cc(C)c(OCCNC(=O)c2ccccc2Sc2ccccc2C#N)c(C)c1	105.9	-11.8	-3.3	-6.0	17.3	-2.2	0.9	-1.9	-0.8	-17.3	5.8
32	CCCC(=O)Nc1c(-c2ccccc2)c(=O)c(C)nn1-c1ccc(C)cc1	109.1	8.4	-13.9	.	-314.7	10.7	13.6	2.6	-3.2	314.7*	-3.4
33	CCN1CCSc2ccc(C(=O)NCc3ccccc3F)cc21	99.9	-15.4	84.7	1.6	56.7	.	5.2	-4.9	0.6	-56.7	-7.3
34	CCn1cc(S(=O)(=O)Nc2cc(F)ccc2C)cn1	101.7	1.0	-5.5	-5.8	1.7	0.8	11.3	3.8	-2.0	-1.7	0.2
35	Cc1ccc2c(c1C)NC(C(=O)O)C1CC=CC21 (stereo not drawn)	35.4*	-1.0	360.9	-6.8	22.5&-1.4	.	25.6	1.0	-1.7	-22.5&1.4	-7.8
36	Cc1c(Cl)cccc1NC(=O)CCC(=O)NNC(=O)c1ccco1	91.4	-7.5	-4.2	0.4	-20.9	-0.4	-6.7	-11.3	2.9	20.9	0.6
37	COc1ccccc1NC(=O)c1cc[n+]([O-])cc1	100.4	9.0	-17.2	3.4	-23.1	-1.4	-12.1	1.6	0.2	23.1	-6.2
38	O=C(Nc1cc(C(F)(F)F)ccc1N1CCOCC1)C1CCCO1 (stereo not drawn)	.	3.9	-8.3	-7.3	7.8	12.7	5.8	2.3	0.2	-7.8	-3.4
39	Cc1cc(C(=O)NNc2ccc(C(C)C)cc2)n(C(C)(C)C)n1	96.7	-7.5	7.1	.	17.3	-0.2	11.4	-15.2	1.3	-17.3	-13.2
